VHR inh color – VHR1 phosphatase inhibitors, primary screen, biochemical, colorimetric, HTS | inhibition, % at 20 µM | recombinant VHR phosphatase, colorimetric substrate read-out | AID 1992, 2009 | hit rate 0.7% among 50,000; in the data active = inhibition above about 60%; note: some results filed as inactive read as strong as hits
Target sequence (P51452 whole entry, looked up): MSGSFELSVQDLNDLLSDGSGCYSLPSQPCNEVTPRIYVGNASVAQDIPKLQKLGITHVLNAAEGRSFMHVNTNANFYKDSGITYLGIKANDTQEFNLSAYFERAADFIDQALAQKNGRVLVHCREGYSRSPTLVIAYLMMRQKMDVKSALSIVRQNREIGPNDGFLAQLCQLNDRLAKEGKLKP
Numbers without * were called inactive. Some of the compounds tested; count on the stated rates, not on these rows.

Structure	VHR inh color
CCc1ccccc1N1C(=O)/C(=C/c2cc(C)n(-c3cccnc3)c2C)C(=O)NC1=S	10.7
COc1ccc(N2C(=O)c3cccc4c(N5CCNCC5)ccc(c34)C2=O)cc1	0.9
COc1ccc(NC(=O)c2cnccn2)c(OC)c1	-50.7
Cc1ccc(C(=O)Nc2ccc(I)cc2)o1	14.9
COc1ccc(C2NC(=S)NC(C)=C2C(=O)OCCOc2ccccc2)cc1 (stereo not drawn)	-69.1
COc1ccc(-c2csc(N)c2C(=O)OC(C)C)cc1OC	-14.7
Cc1ccc(-c2nc3cc(Cl)ccc3o2)cc1NC(=O)C(Cl)(Cl)Cl	-11.9
CCc1c(C)c(C#N)c2nc3ccccc3n2c1Nc1ccc(OC)cc1	-2.1

Part of the list above, reformatted.
mol: COc1ccc(N2C(=O)c3cccc4c(N5CCNCC5)ccc(c34)C2=O)cc1
  VHR inh color = 0.9
mol: Cc1ccc(C(=O)Nc2ccc(I)cc2)o1
  VHR inh color = 14.9

New compounds follow
Structure	VHR inh color
CCSCCOC(=O)C1=C(C)NC(=O)NC1c1cccc(Br)c1 (stereo not drawn)	-13.9
CCOc1cccc(C(=O)Nc2ccc(-c3nc4cc(Cl)ccc4o3)cc2)c1	0.4
COCCCN1C(=O)c2cccc3cccc(c23)C1=O	-10.5
Cc1ccc(S(=O)(=O)Nc2ccc3c(c2)ncn3C)cc1	-54.1
CCOC(=O)C(=CNc1cc(C)ccc1O)C(=O)OCC	-5.4
CCOc1ccccc1OCCCCNC(C)(C)C	3.1
Cc1cccc(C)c1OCCN1CCCC1	-3.1
CCCc1cc(=O)n2[nH]c(-c3cccc(Cl)c3)cc2n1	1.5
CCCC(=O)Nc1sc(C)c(C)c1C(=O)Nc1ccccc1OC	-24.4
COC(=O)C1CC(=O)N(c2ccc(Cl)cc2)C1 (stereo not drawn)	-6.3
N#CCCS(=O)(=O)c1cc(Cl)ccc1Cl	-10.8
COc1ccc(OC)c(C2=C/C(=C/c3cc(OC)c(OC)c(OC)c3)C(=O)O2)c1	-9.5
CN(C)CCCN1C(=O)CSC1c1cccc([N+](=O)[O-])c1 (stereo not drawn)	-32.6
CC(C)(C)c1ccc(C(C)(C)C)c(O)c1O	21.0
CC(C)(C)CC(C)(C)NC(=O)CSc1nc2ccccc2o1	-1.7
COC(=O)C1=C(C)NC(=S)NC1c1sccc1C (stereo not drawn)	-12.0
Oc1ccc(Br)cc1CN1CCN(Cc2c[nH]c3ccccc23)CC1	3.7
COc1ccc(Cc2nc(-c3ccc(Cl)cc3)no2)cc1OC	-3.8
COc1ccc(C)cc1NCc1ccc(OC)c(C)c1OC	-3.1
Cc1cccc(OCc2nnc(NC(=O)Nc3ccccc3)s2)c1	0.3
O=C(COc1cccc2ccccc12)Nc1ccncc1	-10.5
O=C(Nc1ccc(NC(=O)c2ccc3ccccc3c2)cc1)c1ccccc1	7.9
CCCS(=O)(=O)c1c(S(=O)(=O)CCC)c2c(N)cccn2c1C(=O)c1ccc(OC)cc1	-10.7
Fc1ccccc1COc1ccccc1/C=N/n1cnnc1	-6.6
COc1ccc(/C=C\C(=O)c2ccc([N+](=O)[O-])cc2)cc1OC	3.5
CC1CCc2c(sc(NC(=O)c3cccnc3)c2C#N)C1 (stereo not drawn)	-34.2
O=C1C(=Cc2ccc(Oc3ccc([N+](=O)[O-])cn3)cc2)C(=O)c2ccccc21	-11.9
CCOC(=O)c1cc(=O)c2c(F)c(F)c(F)c(F)c2o1	21.4
O=C(CN1CCOCC1)Nc1ccc(-c2nc3cc(NC(=O)CN4CCOCC4)ccc3o2)cc1	-11.7
C=CCOc1ccc(/C=C2\C(=O)NC(C)=C2C(=O)OC)cc1OC	27.2
CC(C)NC(=O)C1CC1(c1ccccc1)c1ccccc1 (stereo not drawn)	5.7
Cc1ccccc1-n1c(C)cc(/C=N/NC(=O)c2ccc(CN3CCOCC3)cc2)c1C	33.1

Of the compounds above, these have a thiophene ring, fused or not.
Structure	VHR inh color
COc1ccc(-c2csc(N)c2C(=O)OC(C)C)cc1OC	-14.7
CCCC(=O)Nc1sc(C)c(C)c1C(=O)Nc1ccccc1OC	-24.4
COC(=O)C1=C(C)NC(=S)NC1c1sccc1C (stereo not drawn)	-12.0
CC1CCc2c(sc(NC(=O)c3cccnc3)c2C#N)C1 (stereo not drawn)	-34.2

Continuation.
Structure	VHR inh color
CC(=O)Nc1ccc(C(=O)Nc2ccc(Br)cc2)cc1	-18.9
CCCCNCCCCOc1ccc(C)cc1	-11.1
O=C(NCCN1CCNCC1)C(=O)Nc1ccc(F)cc1	-17.8
COc1cc(C(=O)N=Nc2c(O)[nH]c3ccc(Br)cc23)cc(OC)c1OC	-4.0
COc1cc(C2C(C(=O)/C=C/c3ccccc3)=C(O)C(=O)N2c2ccccc2)ccc1O (stereo not drawn)	2.9
O=S(=O)(N/N=C/c1cccs1)c1ccc(Cl)cc1	-19.8
CN(C1=NC(=O)/C(=C\c2ccc(F)cc2)S1)c1ccc(O)cc1	-18.4
COc1ccc(/C=C/C(=O)Nc2cccc(C(F)(F)F)c2)cc1Br	-12.1
Cc1ccc(OCC(=O)NCc2ccc3c(c2)OCO3)c(Br)c1	-11.0
CN(C)CCN1C(=O)C(=O)/C(=C(/O)c2ccccc2)C1c1ccccc1 (stereo not drawn)	10.5
COc1ccc(CCN2C(=O)CC(Cc3ccccc3)C2=O)cc1OC (stereo not drawn)	-6.8
O=c1cc(C(F)(F)C(F)F)oc2c1ccc1ccccc12	-16.7
O=C(Oc1cc(-c2ccccc2)c2oc(=O)sc2c1)c1ccc([N+](=O)[O-])cc1	0.4
O=C1CSC(c2ccc([N+](=O)[O-])cc2)N1CC12CC3CC(CC(C3)C1)C2 (stereo not drawn)	-11.2
O=C(CSCC(=O)Nc1ccccc1)NCC(=O)c1ccccc1	1.8
O=C1c2cccc([N+](=O)[O-])c2C(=O)N1c1ccncc1	-9.4
C=CCc1cccc2cc(C(=O)Nc3ccc(Cl)c(Cl)c3)c(=O)oc12	-29.7
CCOc1ccc(C2/C(=C(\O)c3ccc(Cl)cc3)C(=O)C(=O)N2c2cccnc2)cc1 (stereo not drawn)	-1.3
COc1ccc(OC)c(NC2=NC3(CCCC3)N=C(N)N2)c1	-4.0
Cc1cccc(C)c1NC(=O)C1COc2ccccc2O1 (stereo not drawn)	-7.9
C=CCn1cc(I)c(=O)n(CC=C)c1=O	30.0
C=C(C)CSc1nnc2n(Cc3ccccc3)c(=O)c3c4c(sc3n12)CCC4	-9.6
C=CCn1c(SCC(=O)NCc2ccco2)nc2sc3c(c2c1=O)CCCC3	-2.7
COc1cc(/C=C2/SC(=S)N(C)C2=O)ccc1OC(=O)c1cccs1	-6.2

Look-ups from the list.
Reading of CC(=O)Nc1ccc(C(=O)Nc2ccc(Br)cc2)cc1 in VHR inh color: -18.9
Reading of COCCCN1C(=O)c2cccc3cccc(c23)C1=O in VHR inh color: -10.5

Carrying on:
Structure	VHR inh color
CCOc1cc(/C=c2\sc3nc4ccccc4n3c2=O)ccc1OCCOc1ccc(Br)cc1	-3.5
O=c1ccn(Cc2ccccc2)c(=O)[nH]1	-5.5
O=C(Nc1ccc(Nc2ccccc2)cc1)c1ccccc1	-4.9
COc1cc(/C=C2\C(=O)NC(=O)N(c3ccc(Br)cc3)C2=O)ccc1O	29.7
Cc1c(-c2ccc(Cl)cc2)[n+](=O)c2c(n1[O-])CCC2	-13.1
O=C1NN(c2cccc(Cl)c2)C(=O)/C1=C\c1ccc(O)cc1	3.5
O=C1C(C=NCc2ccc3c(c2)OCO3)=C(O)c2ccccc21	10.2
O=C1c2ccc(S(=O)(=O)c3ccc4c(c3)C(=O)N(CCCO)C4=O)cc2C(=O)N1CCCO	-8.7
Cc1c(C#N)c(N)c(C(=O)c2ccccc2)n1-c1ccccc1	-5.3
COc1ccc(S(=O)(=O)N(CC(=O)NCc2ccc(C)cc2)Cc2ccccc2)cc1OC	3.8
CCCCCC(=O)N/N=C/c1cccnc1	-7.0
C=CCNC(=O)CN(c1ccc(OCC)cc1)S(=O)(=O)c1ccc(SC)cc1	-40.8
COc1ccc(OC)c(-n2c(O)c(C=Nc3cccc(C)c3)c(=O)[nH]c2=O)c1	-17.5
S=C(SC1OCCOC1SC(=S)N1CCOCC1)N1CCOCC1 (stereo not drawn)	-4.2
COc1ccc(S(=O)(=O)N(CCc2ccccc2)CC(=O)Nc2ccccc2F)cc1	-18.1
COc1ccc(Oc2c(C(F)(F)F)oc3c(CN4CCCC4)c(O)ccc3c2=O)cc1	31.7

Next entries
mol	VHR inh color
O=C(O)c1ccc(NC(=O)c2ccc(Cl)c([N+](=O)[O-])c2)cc1	-39.3
O=C(CCN1C(=O)c2cccc([N+](=O)[O-])c2C1=O)Nc1ccc(Cl)cc1	9.2
COc1cc(C2NC(C(=O)O)CS2)cc(I)c1OCc1ccccc1 (stereo not drawn)	-7.2
CNC(=O)OCCc1ccc(-c2ccccc2)o1	0.9
COc1cc(/C=C2/C(=O)NN(c3ccc(C)cc3)C2=O)cc(Br)c1O	-28.7
CC1=C(C(=O)OCC(Cl)(Cl)Cl)C(c2ccc(Cl)cc2)NC(=O)N1 (stereo not drawn)	-18.2
COc1ccc(C(=O)N2CCC(c3ccccc3)C2)cc1 (stereo not drawn)	31.7
CCOC(=O)c1c(NC(=O)C23CC4CC(CC(C4)C2)C3)sc(C(C)=O)c1C	-32.1
O=C1/C(=C\c2ccc(O)cc2O)SC(=S)N1c1ccccc1	8.9
CS(=O)(=O)N(CC(=O)Nc1cccnc1)c1ccc(Oc2ccccc2)cc1	-27.3
COC(=O)C1=C(C)N(c2ccccc2F)C(=O)/C1=C\c1sccc1C	-9.8
O=C1C2C(C(=O)N1c1nccs1)C1C=CC2C12CC2 (stereo not drawn)	15.3
Cc1nnsc1C(=O)NC(C)C12CC3CC(CC(C3)C1)C2 (stereo not drawn)	-4.2
O=C(Nc1c(C(=O)N2CCCCC2)cnn1-c1ccccc1)c1ccc(Br)cc1	5.2
Cc1ccc(S(=O)(=O)N(Cc2ccccc2)Cc2ccccc2)cc1	-18.1
COc1cc(NC(=O)COc2ccccc2)cc(OC)c1	-4.7
O=C(Nc1cccc(NC(=S)NC(=O)c2ccco2)c1)c1cccc(Cl)c1	-1.5
CCC(=O)c1ccc(OC(=O)c2cccc(C)c2)cc1	2.3
CCCCNC(=O)/C(=C/c1ccc(OC)cc1)NC(=O)c1ccc([N+](=O)[O-])cc1	13.2
Cc1ccc(C2CC(C(F)(F)F)n3nc(C(=O)Nc4ccc(OC(F)(F)F)cc4)cc3N2)cc1 (stereo not drawn)	16.3
O=C(c1ccco1)N1CCN(C/C=C/c2ccccc2)CC1	-0.6
Cc1ccc(S(=O)(=O)N(CC(=O)N2CCOCC2)c2ccccc2F)cc1	-17.5
COC(=O)c1sccc1NC(=O)c1ccc(OCC(C)C)cc1	-6.8
COc1ccc2c(c1)CC/C2=N/OC(=O)c1ccc(OC)c(OC)c1	4.5
CCOc1ccc(C(=O)Nc2cccc(S(N)(=O)=O)c2)cc1Br	4.3
CSC1=NC(C)(C)CC12C=CC(=O)C=C2	-4.7
Cc1ccccc1C(=O)Nc1ccc(Oc2ccc(NC(=O)c3ccccc3C)cc2)cc1	-16.1
O=C1c2ccc(Oc3ccc([N+](=O)[O-])cc3)cc2C(=O)N1c1cccc(-c2nc3ccccc3o2)c1	-9.8
Cc1ccc(C(=O)Nc2cccc(F)c2)cc1S(=O)(=O)N1CCOCC1	-14.7
O=C(CSc1nc2ccccc2s1)Nc1ncccn1	-18.2
CCOc1ccc(Nc2nc(-c3cccnc3)cs2)cc1	8.0
CC(C)COc1ccc(C(=O)Nc2ccc(-c3nc4ncccc4o3)cc2)cc1	0.9
O=C1NC(=O)N(c2ccccc2)C(=O)/C1=C\c1ccc(Br)o1	27.0
COc1ccc(S(=O)(=O)NCC2CCCO2)cc1C(=O)O (stereo not drawn)	-13.0
O=C(NCC1CCCO1)c1c(Cl)cccc1Cl (stereo not drawn)	15.3
CCC(C)c1c(O)nc(SCC(=O)N2CCOCC2)[nH]c1=O (stereo not drawn)	-2.8
C/C(=N/NC(=O)c1cc(-c2ccc3ccccc3c2)n[nH]1)c1ccc([N+](=O)[O-])cc1	-3.3
Cc1ccccc1-c1nc2ccccc2o1	-10.5
Cc1cccc(N2C(=O)C(=O)/C(=C(\O)c3ccccc3)C2c2cccc(F)c2)c1 (stereo not drawn)	-24.4
O=C(N/N=C/c1cccc(Cl)c1Cl)c1ccc(Cl)c(Cl)c1	-1.2
COc1ccc(C)cc1NC(=O)c1ccc(OC)c([N+](=O)[O-])c1	-1.5
COc1ccc(N(CC(=O)NC(C)(C)C)S(C)(=O)=O)cc1	-14.3
NC(=O)CSc1cccc2cccnc12	-3.4
Cc1onc(-c2c(Cl)cccc2Cl)c1C(=O)N1C(C)CCCC1C (stereo not drawn)	-0.1
Cc1ccc(N=Cc2cccc(O)c2O)cc1I	-14.4
CC(C)Oc1ccccc1NC(=O)CSc1nc2ccccc2n1C	16.2
Cc1ccc(OCC(=O)Nc2cccc(Cl)c2C)c(Br)c1	-16.5
O=C(O)c1ccccc1-c1ccccc1C(=O)Nc1ccccn1	-12.0
CCCOc1ccc(/C=C2/C(=O)NN(c3ccccc3)C2=O)cc1OC	-0.9
Cc1nnc(SCc2c(Cl)cccc2Cl)s1	-11.0
Cn1nc(CC(=O)O)c2ccccc2c1=O	-20.2
Cc1cc(C)cc(NC(=O)COc2ccccc2)c1	-39.7
O=C(Nc1ccc(-c2nc3ccccc3[nH]2)cc1)c1ccccc1	-5.2

4 entries already listed, arranged by count of non-hydrogen atoms, lowest first.
mol	VHR inh color
Cc1cc(C)cc(NC(=O)COc2ccccc2)c1	-39.7
O=C1NC(=O)N(c2ccccc2)C(=O)/C1=C\c1ccc(Br)o1	27.0
O=C1CSC(c2ccc([N+](=O)[O-])cc2)N1CC12CC3CC(CC(C3)C1)C2 (stereo not drawn)	-11.2
CC(C)COc1ccc(C(=O)Nc2ccc(-c3nc4ncccc4o3)cc2)cc1	0.9

Bioassay records as filed in PubChem.
